HGIII-sPLA2 inh: Blocks human group III sPLA2 activity; Q9NZ20; inhibition, % at 12.2 µM; actives 0.56% (n = 370,000); QFRET BODIPY PC-A2 liposome hydrolysis, fluorescence;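 active means inhibition above mean plus 3 SD of compounds lying within the high and low control bounds, cut at about 19% in these data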;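 further: 0% = median of test compound wells and 100% = no enzyme DMSO wells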
hgDAF-12 ag: activates the H. glycines DAF-12 receptor ligand-binding domain; actives 1.8% (n = 370,000); HEK293 GAL4-hgDAF12 UAS-luciferase reporter, agonist luminescence; normalized to butyrate control; activation, % at 6.8 µM;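 active means activation above a cutoff set at the mean of all screened compounds plus 3 SD, cut at about 10% in these data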;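 further: 0% = DMSO wells and 100% = sodium butyrate wells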
DAX1 inh-1: DAX1 (NR0B1) inhibition, primary screen. HEK293T StAR-luciferase reporter, SF-1/DAX-1 repression relief. inhibition, % at 6.8 µM. actives 1.1% (n = 370,000). AID 652010;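 active means inhibition above the mean over all tested compounds plus 3 SD, cut at about 3.6% in these data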;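 further: 0% = DAX-1 cells with DMSO and 100% = cells lacking DAX-1 with DMSO; higher inhibition means more luminescence from relief of DAX-1 repression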
ssDAF-12 act: activates DAF-12 receptor from parasite S. stercoralis; actives 1% (n = 370,000); HEK293 ssDAF-12/GRIP1 lit1-tk-luc reporter, luminescence; % of 3 µM dafachronic acid response; activation, % at 6.8 µM; AID 652126;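 active means activation above the mean over all tested compounds plus 3 SD, cut at about 0.9% in these data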;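 further: 0% = DMSO-only wells and 100% = 3 µM delta7-dafachronic acid wells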
ADAM10 inh: ADAM10 inhibition, QFRET primary screen | O14672 | recombinant ADAM10, EDANS/DABCYL FRET peptide cleavage, 3 h | inhibition, % at 7 µM | actives 0.62% (n = 370,000);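 active means inhibition above a per-campaign cutoff equal to the mean of compounds falling between control-based bounds plus 3 SD, cut at about 20% in these data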;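 further: 0% = DMSO wells while the 100% control is not disclosed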
Target sequence (O14672 214-748 limits assumed): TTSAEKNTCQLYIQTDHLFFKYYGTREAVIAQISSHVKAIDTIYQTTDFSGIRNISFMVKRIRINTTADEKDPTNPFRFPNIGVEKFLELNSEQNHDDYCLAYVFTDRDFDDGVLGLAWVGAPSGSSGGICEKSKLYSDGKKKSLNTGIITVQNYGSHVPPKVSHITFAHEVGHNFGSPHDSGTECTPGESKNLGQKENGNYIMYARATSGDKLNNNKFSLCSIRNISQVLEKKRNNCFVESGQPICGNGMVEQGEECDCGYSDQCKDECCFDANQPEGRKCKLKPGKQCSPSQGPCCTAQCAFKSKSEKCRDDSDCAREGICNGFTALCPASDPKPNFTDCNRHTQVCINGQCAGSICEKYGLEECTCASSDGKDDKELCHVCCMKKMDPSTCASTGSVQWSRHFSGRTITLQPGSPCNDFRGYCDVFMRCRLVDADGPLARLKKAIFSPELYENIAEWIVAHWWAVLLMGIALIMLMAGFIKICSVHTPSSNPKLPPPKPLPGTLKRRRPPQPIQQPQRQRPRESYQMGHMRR
FXN GAA850 act: increases GAA850 frataxin promoter reporter activity. HEK293 lucGAA850 FXN promoter luciferase reporter, 24 h; percent of 10 µM SAHA response. AID 540364. activation, % at 6 µM. actives 0.56% (n = 360,000);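 active means activation above the average of all compounds screened plus 3 SD, cutoff fixed separately per campaign, cut at about 7.5% in these data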;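 further: 0% = DMSO wells and 100% = 10 µM SAHA wells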
SMARCA2 act: increases SMARCA2 function in MMTV reporter cells | MG213 cells, MMTV-luciferase reporter, dexamethasone, overnight | activation, % at 9.1 µM | actives 1% (n = 370,000) | AID 652017; in the data active means activation above about 7.8%;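 further: 0% = vehicle wells and 100% = reference activator wells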
GC-A act: GC-A (human) enzyme activation; P16066; HEK293 GC-A cells, cGMP TR-FRET, EC30 ANP; 0% at EC30 ANP, 100% saturating ANP; activation, % at 10 µM; actives 0.14% (n = 370,000); AID 1671463; in the data active means activation above about 40%
DAX1 inh-2: inhibitors of human orphan nuclear receptor DAX1 (NR0B1); P51843; HEK293 Gal4-DAX1 luciferase reporter, luminescence; inhibition, % at 6.75 µM; actives 0.99% (n = 340,000); AID 504766;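 active means inhibition above the mean over all tested compounds plus 3 SD, cut at about 4.2% in these data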;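 further: 0% = DAX1-transfected cells with DMSO and 100% = empty-vector control cells with DMSO; inhibition shows as a rise in luminescence from relieved DAX1 repression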
Target sequence (P51843 207-470 limits assumed): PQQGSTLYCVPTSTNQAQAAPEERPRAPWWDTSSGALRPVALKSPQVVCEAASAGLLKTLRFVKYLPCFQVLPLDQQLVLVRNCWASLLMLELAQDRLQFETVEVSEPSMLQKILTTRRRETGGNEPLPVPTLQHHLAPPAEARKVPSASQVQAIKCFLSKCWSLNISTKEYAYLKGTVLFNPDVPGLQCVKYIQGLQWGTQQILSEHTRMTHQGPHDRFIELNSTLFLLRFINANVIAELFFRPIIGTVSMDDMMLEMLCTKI
hcDAF12 agonist: activates DAF-12 receptor from parasite H. contortus | activation, % at 6.8 µM | actives 1.4% (n = 370,000) | HEK293 hcDAF-12 lit1-tk-luc reporter, luminescence; 0% DMSO, 100% Δ7-dafachronic acid;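 active means activation above the mean of all tested compounds plus 3 SD, cut at about 5.5% in these data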;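 further: 100% = response to 3 µM Δ7-dafachronic acid high control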
GC-B act: GC-B (human) receptor activation; P20594; HEK293-GC-B cells, CNP EC30, cGMP TR-FRET; 0% at EC30 CNP, 100% saturating CNP; activation, % at 10 µM; actives 0.11% (n = 370,000); AID 1920062;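 active means activation at 10 µM reaching about 35% in either raw or pattern-adjusted values, limit read from the data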
Active calls of the source: *; . = no result given.

SMILES	HGIII-sPLA2 inh	hgDAF-12 ag	DAX1 inh-1	ssDAF-12 act	ADAM10 inh	FXN GAA850 act	SMARCA2 act	GC-A act	DAX1 inh-2	hcDAF12 agonist	GC-B act
O=C(NCCCN1CCOCC1)c1ccc2c(c1)N(Cc1ccc(Cl)cc1)C(=O)c1ccccc1S2=O (configuration not stated)	-12.0	-1.0	0.3	-0.7	6.9	-1.9	-1.2	-4.9	-0.2	-1.5	-1.3
CN(Cc1nnc(-c2ccc(F)cc2)o1)c1ccccc1	-4.6	6.8	0.2	0.1	-1.0	5.2	-0.6	8.8	1.6	3.8	1.8
COc1ccc(CN2CC(C(=O)NCCC3=CCCCC3)CC2=O)cc1 (configuration not stated)	0.9	0.8	-0.2	-1.2	0.3	-3.8	0.4	-2.8	-0.6	-0.9	-0.9
Cc1ccc(NC(=O)c2ccco2)c(NC(=O)c2cccs2)c1	11.4	-1.3	0.2	-1.7	-1.1	-2.2	-0.7	2.9	-0.3	0.1	-3.9
COC12NC(=O)N(C)C1(OC)C(=O)N(C)C(=O)N2C (configuration not stated)	0.8	-2.0	-0.1	-1.1	5.3	1.2	7.1	-2.4	-0.3	0.0	3.9
CC(=O)Nc1ccc(Nc2nc(C)nc3c2oc2ccccc23)cc1	5.4	-4.0	0.3	-1.6	9.9	3.0	0.7	1.6	-0.9	-0.4	1.8
COc1ccc2c(c1)[C@H]1[C@H](CO2)[C@H](c2ccccc2)[C@]2(C)C(=O)Nc3cc(C)ccc3C(=O)N12	-1.6	3.1	2.3	-0.7	2.8	-7.7	5.1	-4.0	2.1	1.5	-2.0
O=C(O)CCC(=O)NNc1ccccc1[N+](=O)[O-]	9.5	0.0	0.1	0.0	-7.0	0.7	-1.1	2.5	0.2	-0.9	0.8
COC(=O)c1cc(-c2c(C)nn(-c3ccccc3)c2C)n[nH]1	-5.3	1.9	-0.1	-0.9	9.2	-0.4	3.0	-4.0	0.1	-0.4	-4.2
Cc1c(NC(NC(=O)CC(C)C)C(Cl)(Cl)Cl)c(=O)n(-c2ccccc2)n1C (configuration not stated)	-2.8	1.9	-0.2	-1.0	-2.1	-1.6	-2.5	-3.6	0.8	0.5	0.1
Cc1cccc(C(=O)OCC(=O)NCc2ccc3c(c2)OCO3)c1C	3.8	0.8	0.7	-1.8	-2.0	-0.9	-0.6	-4.0	-0.3	0.7	0.1
Cc1csc(SCC(=O)Nc2nc3ccccc3s2)n1	-14.7	3.6	1.1	-0.3	6.6	4.5	4.4	3.1	0.5	-0.1	3.8
CC(C)CN1CCNC(=O)C1CC(=O)NCCc1ccc(C(F)(F)F)cc1 (configuration not stated)	-2.6	-0.9	0.8	-0.8	-29.2	0.3	-1.4	1.6	-0.5	-2.0	1.8
Cc1c(-c2ccc(F)cc2)nc(N)c(C#N)c1-c1cccs1	-2.0	0.1	0.5	-1.6	-14.1	1.1	-1.5	4.8	2.3	-1.4	-3.6
CCCCOC(=O)c1cc(=O)[nH]c(=O)[nH]1	4.9	-1.1	-0.8	-2.1	-11.3	-0.9	0.6	6.2	-0.9	-0.9	2.0
Cc1ccccc1Nc1nc(N)nc(COC(=O)[C@@H](NC(=O)c2c(F)cccc2F)C(C)C)n1	5.9	-2.5	0.7	-0.1	-5.5	0.1	-3.8	0.8	-0.6	-0.8	-0.5
CCN(CC)C(=O)N1c2ccccc2C=Cc2ccccc21	0.1	-7.2	-2.1	-1.3	6.4	-9.0	0.6	-8.5	-2.8	-3.5	-13.7
O=C(Nc1cccc(S(=O)(=O)N2CCCCCC2)c1)c1cc(=O)c2ccccc2o1	-2.5	0.3	-0.8	-2.0	-8.0	-0.6	-2.5	0.3	-1.7	-1.3	1.9
COc1ccc(NC(=O)CCNS(=O)(=O)c2ccc3c(c2)CCC(=O)N3)cc1	2.6	1.4	1.3	0.0	-1.7	0.9	-0.7	-1.1	0.6	-0.7	-2.6
COCCN1C(=O)C(=O)/C(=C(/O)c2ccc(S(=O)(=O)N3CCCCC3)cc2)C1c1ccc(OC)cc1 (configuration not stated)	-3.6	3.0	0.1	-0.5	0.5	1.6	3.9	-0.2	-0.1	-0.3	2.8
COCc1cccc(-c2csc(C(O)c3ccc(F)cc3)n2)c1 (configuration not stated)	-6.5	3.6	1.4	-0.7	10.3	2.9	2.5	2.1	.	1.8	0.1
CCCn1c(N2CCN(CC(=O)c3c[nH]c4ccccc34)CC2)nc2c1c(=O)[nH]c(=O)n2C	-4.9	-7.2	-0.6	-0.8	1.4	2.9	-3.7	-12.9	-1.2	1.2	2.1
CC(=O)Nc1cccc(NC(=O)CSc2nnc3ccc(-c4ccccn4)nn23)c1	1.8	-1.8	1.6	-0.5	-4.0	-1.1	2.5	0.2	-2.0	-0.2	1.4
CNc1nc2c(C)cccn2c(=O)c1C=Nc1ccc(OC)cc1	8.3	0.8	0.3	-1.7	-119.6	0.5	-0.8	-1.5	-1.1	-0.8	0.2
O=C(Cc1c(O)c2ccccc2[nH]c1=O)N(Cc1ccccc1)Cc1ccccc1	3.0	-1.4	0.4	0.0	-3.3	-0.7	0.6	5.6	1.0	4.9	-0.4
CC(C)c1ccc(/C=C(\NC(=O)c2ccccc2)C(=O)NCCCN2CCOCC2)cc1	15.8	-1.3	-0.1	-1.5	-3.5	2.6	-5.2	13.1	0.3	-0.9	-0.1
CCOC(=O)Cc1csc(SCC(=O)N2CCN(c3ccccc3)CC2)n1	-9.5	1.4	0.6	-1.2	-7.5	-2.1	-4.4	-0.8	-1.1	2.0	2.2
COc1ccc(CCNC(=O)CSc2nnc(CNC(=O)c3ccccc3F)o2)cc1OC	4.9	2.5	-1.9	-1.2	3.6	-1.7	-1.9	-3.4	-0.1	-1.4	1.4
Cc1ccsc1C=Nn1c(-c2n[nH]c3c2CCC3)n[nH]c1=S	10.3	0.2	-0.1	-1.4	-2.9	.	-6.6	-0.8	.	-0.5	-6.5
COC(=O)c1ccc(-c2noc(CN(C)CCC3CCCCO3)n2)cc1 (configuration not stated)	9.1	-1.4	-0.2	-0.9	-0.8	2.1	-0.3	-2.5	0.1	0.7	0.3

Entries of single compounds from above. Order of screens: HGIII-sPLA2 inh	hgDAF-12 ag	DAX1 inh-1	ssDAF-12 act	ADAM10 inh	FXN GAA850 act	SMARCA2 act	GC-A act	DAX1 inh-2	hcDAF12 agonist	GC-B act
`CCN(CC)C(=O)N1c2ccccc2C=Cc2ccccc21` across the screens: 0.1	-7.2	-2.1	-1.3	6.4	-9.0	0.6	-8.5	-2.8	-3.5	-13.7
`COCc1cccc(-c2csc(C(O)c3ccc(F)cc3)n2)c1` (configuration not stated) across the screens: -6.5	3.6	1.4	-0.7	10.3	2.9	2.5	2.1	.	1.8	0.1

The list continues.
SMILES	HGIII-sPLA2 inh	hgDAF-12 ag	DAX1 inh-1	ssDAF-12 act	ADAM10 inh	FXN GAA850 act	SMARCA2 act	GC-A act	DAX1 inh-2	hcDAF12 agonist	GC-B act
CC(C)N(Cc1cc2ccccc2[nH]c1=O)C(=O)C(C)(C)C	-1.0	0.8	0.2	-1.4	-16.0	-2.4	0.0	-1.0	-0.5	-0.1	1.0
O=C(O)CCC(=O)NNC(=O)CCC(=O)Nc1ccccc1	5.6	-1.3	0.0	-0.9	-0.7	-0.8	-0.1	-2.6	.	-1.1	-1.1
Cc1cc(C)c(C)c(Cn2c(CO)nc3ccccc32)c1C	0.3	-1.8	-0.2	-1.2	1.2	4.2	-0.8	-9.4	1.8	0.3	-17.6
CCOC(=O)C1=C(C)C(c2ccccc2)NC(=S)N1 (configuration not stated)	16.1	-0.9	-0.3	-1.1	-3.8	0.9	0.3	-1.7	0.3	-1.8	2.2
C/C(=N\NC(=O)c1ccccc1O)C1CC1	0.8	7.7	0.8	-0.1	-4.1	2.6	2.1	1.7	0.2	2.4	0.7
CCCN(CC(=O)Nc1ccccc1OC)C(=O)CNC(=O)c1ccc(C)s1	6.5	-3.4	-0.6	-1.1	-10.9	0.0	-1.6	0.3	-0.7	2.0	4.5
CCN(CC(=O)Nc1ccc2c(c1)OCCO2)C(=O)CC1CCCC1	8.4	1.8	0.9	-0.6	2.8	-0.8	0.2	-1.4	-0.2	-0.9	-2.6
CC(C)NC(=O)CSc1nc2ccccc2c(=O)n1CCCOC(C)C	11.6	-0.8	0.5	-1.4	1.3	-2.7	0.7	-2.9	0.5	-1.5	-4.3
Cc1c(C(=O)N2CCN(Cc3ccccc3)CC2)oc2c1C(=O)CC(C)(C)C2	0.8	-0.1	0.3	-0.8	-1.4	-1.2	-0.3	3.1	-0.6	-1.6	1.0
COc1ccc(CCc2nc(-c3ccc(-n4cccc4)cc3)no2)cc1	-1.8	3.0	-0.5	-0.5	-3.4	-0.5	-1.4	-1.6	-0.2	-0.8	-2.4
Cc1ccc(NNC(=O)c2snnc2C)cc1Cl	-0.6	1.8	0.0	-1.0	1.3	1.6	-2.4	7.6	2.3	-0.8	-0.2
O=C(O)c1cccc(S(=O)(=O)Nc2ccc(-c3ccccc3)cc2)c1	-21.5	-1.9	0.5	-0.8	9.1	-0.7	-3.3	3.8	-0.8	-0.2	0.5
CC1CCN(C(=O)CCC(=O)Nc2ccc([N+](=O)[O-])cc2)CC1	12.3	0.7	0.1	-0.2	-18.4	0.6	-5.7	-0.5	1.4	-0.8	1.0
CCOc1ccc(C2N(c3ccc(Cl)cc3)C(=O)C3CCCN32)cc1OC (configuration not stated)	-3.5	1.3	1.7	-0.8	-4.2	-0.9	2.3	-3.4	0.9	1.8	-1.0
CCOC(=O)C1=C(C)N(CCCC(=O)O)C(=O)NC1c1cccc(OC)c1 (configuration not stated)	7.0	1.4	0.2	-1.0	-2.4	.	-0.7	-0.3	.	-1.6	9.1
Cc1ccc(C(=O)CC2(O)C(=O)N(CN3CCOCC3)c3ccccc32)cc1 (configuration not stated)	4.2	1.9	0.2	-0.4	9.0	2.0	1.1	1.1	-0.4	-1.3	-2.3
O=C(CSc1nnc(CNC(=O)c2ccco2)o1)Nc1ccc(OC(F)(F)F)cc1	-3.0	1.0	-0.2	-0.4	3.2	-1.8	-3.4	5.4	-0.6	1.3	-6.2
COc1ccc(NC(=O)C2(C)Cc3c(-c4ccc(C(N)=O)cc4)ccnc3O2)cc1 (configuration not stated)	0.5	2.1	0.4	-1.5	-5.2	-0.2	-0.8	2.8	.	-1.7	-3.5
CCCCS(=O)(=O)NC1=NCN(CCOC(=O)c2ccccc2)CN1	3.9	0.2	0.1	-1.2	1.1	5.0	-0.6	0.2	0.2	-0.2	-1.7
CCCN1C(=O)c2[nH]nc(-c3ccccc3)c2C1c1ccc(Br)cc1 (configuration not stated)	-2.9	-0.6	-0.6	-0.6	-3.2	.	-2.5	-13.2	.	-1.1	-21.8
C=CCc1cccc2cc(C(=O)NC(C)(C)C)c(=O)oc12	-0.5	-0.7	-0.4	-0.8	-2.9	2.1	-0.5	-0.6	0.0	-1.3	1.4
Cc1ccc(S(=O)(=O)NCCC(c2ccc(F)cc2)c2ccco2)cc1 (configuration not stated)	-38.2	1.0	-1.0	-0.7	14.9	0.5	-4.9	-12.1	-1.7	-3.5	-5.3
O=C(c1ccc(CS(=O)(=O)c2c(Cl)cccc2Cl)o1)N1CCN(c2ccccn2)CC1	1.4	-4.6	-0.9	-0.6	-14.2	0.6	-1.7	-1.5	-0.9	-1.9	-6.5
